Assay outcomes (PubChem)
aDG glyco act – alpha-DG glycosylation activation. Pro5-aDG cells, alpha-DG glycosylation AlphaScreen (IIH6); 0% Pro5, 100% B10-LARGE cell signal. activation, % at 10 µM. actives 0.22% (n = 360,000). AID 624168;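 active = activation of at least 8% versus controls, or a plate z-score of at least 8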;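 also: Pro5 are CHO cells carrying HIG-tagged alpha-DG that lacks glycosylation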
TWEAK Fn14 block – blocks TWEAK-Fn14 interaction in a reporter cell assay. actives 2% (n = 360,000). TWEAK-stimulated Fn14 reporter cells, luciferase luminescence, 8 h. inhibition, % at 10 µM; in the data active = inhibition above about 50%
HIF-2a block – inhibitors of HIF-2a; 786-0 RCC cells HIF-2a reporter, luciferase luminescence, overnight; inhibition, % at 18.8 µM; actives 0.72% (n = 360,000);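 active = inhibition of the luminescence signal of 40% or more relative to plate controls, in a single-dose primary screen at 18.75 µM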
Shn3 inh set2 – Schnurri-3 reporter inhibition in Clone20 osteoblasts; Clone20 osteoblast Shn3 3'UTR firefly luciferase, 24 h; actives 0.52% (n = 360,000); AID 588674; inhibition, % at 12.5 µM;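 active = mean inhibition of at least 75% with every replicate also reaching 75%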;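 also: 0% = median of neutral control wells and 100% = pilot-screen positive control compound; some compounds past the cut are filed as inactive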
NR2E3 ag-1 – human photoreceptor-specific nuclear receptor agonism. Q9Y5X4. CHO-S Gal4-NCOR/VP16-NR2E3 two-hybrid, luciferase. inhibition of corepressor binding, % at 3.98 µM. actives 0.35% (n = 360,000). AID 602229;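 active = inhibition above the mean of all tested compounds plus 3 SD, cut at about 70% in these data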;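 also: 0% = DMSO with NR2E3 transfected cells and 100% = cells lacking NR2E3 construct; higher means lower luciferase signal from less NR2E3 corepressor binding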
Target sequence (Q9Y5X4 whole entry, looked up, the tested form may be a part): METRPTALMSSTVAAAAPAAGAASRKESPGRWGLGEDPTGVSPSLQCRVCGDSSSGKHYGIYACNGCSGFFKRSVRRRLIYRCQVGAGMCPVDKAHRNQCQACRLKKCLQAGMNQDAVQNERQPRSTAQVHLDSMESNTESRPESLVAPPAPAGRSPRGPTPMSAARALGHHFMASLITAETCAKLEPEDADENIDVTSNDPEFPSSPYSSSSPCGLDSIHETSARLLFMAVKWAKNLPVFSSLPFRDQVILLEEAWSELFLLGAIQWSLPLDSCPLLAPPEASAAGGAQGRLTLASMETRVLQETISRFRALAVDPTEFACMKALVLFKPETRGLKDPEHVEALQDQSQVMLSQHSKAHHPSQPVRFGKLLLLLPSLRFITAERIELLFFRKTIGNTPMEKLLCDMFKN
KKLEB tox – reduces viability of KKLEB cystic fibrosis airway cells; actives 0.36% (n = 360,000); KKLEB CF airway cells viability, ATPlite luminescence, overnight; active compounds read low; cells stimulated with P. aeruginosa culture filtrate; AID 602141; activity change (cytotoxicity), % at 5 µM;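 active = corrected activity change at or below -50% at 5 µM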
MITF TRPM1 inh – reduces MITF-dependent TRPM1 promoter luciferase signal; SK-MEL-5 TRPM1 promoter luciferase, 24 h; inhibition, % at 12.5 µM; actives 0.83% (n = 330,000); AID 488899;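 active = mean inhibition across replicates of 60% or more, whatever share of single replicates reaches that level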; also: values of inactives mirror those of a sister screen read the other way
Peg3 promoter – inhibitors of Peg3 promoter; actives 1.7% (n = 360,000); HeLa PEG-Prom luciferase reporter, luminescence, overnight; inhibition, % at 20 µM;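 active = inhibition of at least 50% at 20 µM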
hiPSC survival – increases survival of single human iPS cells. hiPSC single-cell survival, ATPlite luminescence; 100% = ROCK inhibitor wells, 0% = DMSO. survival enhancement, % at 20 µM. actives 0.044% (n = 360,000); in the data active = survival enhancement above about 18%;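 also: cells exposed to compounds for 16 hours before the ATP read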
NR2E3 ag-2 – agonists of human nuclear receptor NR2E3 | Q9Y5X4 | GST-NR2E3/biotin-RetCOR TR-FRET, 1536-well | inhibition of corepressor binding, % at 4.78 µM | AID 2300 | actives 0.12% (n = 320,000);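 active = percent inhibition above the cutoff of mean plus 3 SD of all tested compounds, set per screening campaign, cut at about 20% in these data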;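 also: 0% = DMSO wells and 100% = biotin wells as full block of FRET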
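Assay system: NR2E3–RetCOR corepressor complex. Quantity: 1.35 nM GST-NR2E3. Buffer or medium: pH 7.5 Tris-based buffer. Reagent: biotinylated RetCOR corepressor at 7 nM final. Schedule: 5 h at 4 °C. Detection: TR-FRET, emission read at 617 and 671 nm. Replicates: one well per compound, singlicate testing.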
CF NFkB inh – cystic fibrosis NF-kB activation inhibition | inhibition, % at 5 µM | actives 0.86% (n = 360,000) | KKLEB NF-kB-GFP reporter, PAF-induced, GFP fluorescence overnight;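 active = at least 50% inhibition at 5 µM, scaled per plate between neutral and stimulator controls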;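 also: PAF is a Pseudomonas aeruginosa culture filtrate used as stimulus; plate controls were PAF-stimulated DMSO wells for no effect and unstimulated DMSO wells for full effect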
Numbers without * were called inactive; . = no result given.

Values run as follows: aDG glyco act	NR2E3 ag-1	Peg3 promoter	KKLEB tox	TWEAK Fn14 block	HIF-2a block	MITF TRPM1 inh	Shn3 inh set2	NR2E3 ag-2	hiPSC survival	CF NFkB inh
- O=S(=O)(c1ccc(S(=O)(=O)N(Cc2cccs2)CC2CCCO2)cc1)N1CCCCC1 (centres undefined)
    0.1	16.7	22.7	10.1	-30.9	21.3	18.2	24.7	1.4	0.9	-13.4
- Cc1cc(C)c(N=C2SCC(=O)N2Cc2ccco2)c(C)c1
    0.0	-2.5	5.9	1.2	-3.9	18.2	-9.4	1.8	2.0	-0.1	-10.7
- COC(=O)C1=C(C)NC(C)=C(C(=O)OC)C1c1ccccn1
    -0.2	8.6	-2.1	0.3	7.8	9.7	4.6	-8.6	-0.8	3.0	-7.4
- O=C(O)Cn1nc2ccccc2n1
    -0.1	-15.2	13.5	-2.0	0.2	14.7	-8.5	-8.4	1.9	1.4	6.5
- CCOC(=O)CCCSc1nc(-c2ccc3c(c2)OCO3)cc(C(F)(F)F)c1C#N
    0.5	-29.3	15.9	-3.7	-16.3	14.2	7.5	-9.8	0.8	9.0	-4.0
- CC(=O)Nc1ccc(C(=O)CN2C(=O)NC3(CCCc4ccccc43)C2=O)c(F)c1 (centres undefined)
    -0.4	-10.2	15.4	-3.7	3.5	14.6	-6.5	-21.8	.	-0.2	-17.0
- CCC(C)(C)n1nnnc1CN1CCC(NC(=O)c2ccccc2C)CC1
    0.0	-23.5	2.6	-0.3	4.5	0.5	-0.5	7.1	-2.0	-2.5	9.4
- Nc1ccc(-c2c3ccccc3nc3ccccc23)cc1
    -0.1	10.4	29.9	-1.4	2.3	15.9	3.5	-10.5	.	0.5	-55.0
- COc1cccc(C2N=C(c3ccccc3C)NO2)c1OC (centres undefined)
    0.3	-63.5	-274.3	6.1	17.6	-265.8	-32.7	-54.1	2.8	0.3	-3.5
- CCOC(=O)C1(C)CCCCN1C(=O)c1ccnc(Cl)c1 (centres undefined)
    0.1	-23.9	-8.0	-1.6	16.2	11.6	.	-19.3	.	4.6	27.3
- CN(Cc1ccc(C(C)(C)C)cc1)C(=O)Cc1ccc(S(=O)(=O)N2CCOCC2)s1
    0.0	0.1	23.0	2.0	-2.9	18.8	0.9	57.5	1.5	0.7	8.8
- COc1ccc(CCNC2CC(=O)N(CCc3ccc(OC)c(OC)c3)C2=O)cc1OC (centres undefined)
    0.1	-5.0	12.9	4.0	-1.9	20.8	8.8	5.6	.	-0.7	11.8
- CC1(C(=O)NS(=O)(=O)c2cccc(F)c2)CCN1C(=O)Cc1ccccc1Cl (centres undefined)
    -0.2	-9.5	2.0	15.8	3.5	-5.4	.	7.1	.	0.8	-0.4
- COc1ccc(N2C(=O)CC(Sc3nc(C)c4c(n3)CCCC4)C2=O)cc1 (centres undefined)
    -0.1	-114.5	-2.5	-4.0	10.6	9.3	11.9	4.7	-0.9	1.3	9.9
- Cc1ccc(S(=O)(=O)N2C[C@@H](C)[C@]3(C2)[C@H](O)[C@H](OC(=O)Nc2c(C)noc2C)C[C@H]2C(=O)N(c4ccccc4)C(=O)[C@H]23)cc1
    1.3	5.4	-3.3	-1.5	-4.4	0.3	.	-19.7	.	-1.4	-2.5
- CC12CCC(=O)N1C(C(=O)NNC(=O)c1ccccc1Cl)CS2 (centres undefined)
    -0.4	-7.7	2.0	6.5	16.8	10.2	2.2	7.8	2.4	-0.1	11.8
- O=[N+]([O-])c1ccc(C(O)C[n+]2ccccc2)cc1 (centres undefined)
    -0.1	-19.5	-2.2	7.1	1.1	20.3	1.0	13.1	4.3	0.1	6.8
- COc1ccc(CCNC(=O)CSc2nnc(Cc3csc(N)n3)n2C)cc1OC
    0.0	-9.6	8.5	1.2	1.1	24.8	-0.5	1.2	2.8	-0.9	11.3
- CCOC(=O)C1(Cc2cccc(Cl)c2)CCCN(C(=O)c2ccco2)C1 (centres undefined)
    -0.3	-20.0	-76.2	1.9	-13.2	-81.1	-9.1	-17.5	-2.5	-0.4	-2.5
- O=C(O)CCn1cc(-c2ccc(Cl)cc2)nc1-c1ccc(Cl)nc1
    -0.4	8.8	0.9	3.2	-2.7	16.1	6.9	-21.5	0.8	0.7	-2.0
- O=C(O)c1cccc(N2C(=O)c3cccnc3C2=O)c1
    0.0	5.8	-2.3	0.5	-3.9	18.2	10.2	-2.8	-1.8	3.8	-3.9
- O=c1c(NCCc2ccc(Cl)cc2)c(-c2ccccc2)c1=O
    0.0	-15.5	-16.4	1.7	-0.2	1.1	8.7	3.9	0.0	-0.2	0.2
- COc1cc(OC)c2ccc(=O)oc2c1C(CCN1CCCC1)c1ccc(N(C)C)cc1 (centres undefined)
    -0.1	14.8	-48.5	-6.5	6.8	1.6	2.9	-19.6	0.8	-1.5	1.4
- CC(=O)C1=CCC(c2ccccc2)N(S(=O)(=O)c2cccc(C)c2)C1 (centres undefined)
    0.1	-3.2	-19.8	-3.2	5.3	-1.4	.	5.6	.	-1.7	-0.5
- COC(=O)C1CCN(c2cc(=O)n(-c3ccccc3Cl)c(=O)[nH]2)CC1
    -0.3	-12.9	3.4	-0.7	13.1	4.0	7.4	1.2	-0.8	1.2	-1.5
- O=C(O)c1ccccc1SCc1nc2ccccn2c1Br
    0.0	3.6	-2.1	-0.8	-5.9	6.8	13.1	-15.3	2.3	-0.7	13.0
- O=C(O)Cc1c(C(=O)O)nnn1-c1ccc(Cl)cc1Cl
    -0.4	0.9	5.9	-10.8	7.5	14.6	6.9	-24.5	6.4	1.5	1.3
- COc1ccc([N+](=O)[O-])cc1NC(=O)C(C)OC(=O)c1ccccc1C(=O)c1ccc(Cl)cc1 (centres undefined)
    0.4	-3.9	22.2	-15.8	15.1	21.9	14.6	26.6	-2.1	-1.1	5.9
- O=C(NCc1ccc(F)cc1)c1cccnc1
    0.0	2.3	14.3	-1.9	-18.8	16.9	10.2	11.0	1.3	0.1	3.9
- C=CCOc1cccc(C2/C(=C(/O)c3ccc4c(c3)CC(C)O4)C(=O)C(=O)N2CCN2CCOCC2)c1 (centres undefined)
    1.8	-3.3	5.2	16.6	-13.8	-7.3	-3.8	-5.8	7.7	0.9	-8.7

(cont.)
Values run as follows: aDG glyco act	NR2E3 ag-1	Peg3 promoter	KKLEB tox	TWEAK Fn14 block	HIF-2a block	MITF TRPM1 inh	Shn3 inh set2	NR2E3 ag-2	hiPSC survival	CF NFkB inh
- O=C(NCCc1ccccc1)C(=O)NCC1OCCN1S(=O)(=O)c1cc(F)ccc1F (centres undefined)
    -0.4	1.9	8.3	9.3	7.3	12.9	.	-7.3	2.9	6.3	-5.9
- CC(C)CC(NC(=O)c1ccccc1NC(=O)c1ccccc1)C(=O)O (centres undefined)
    -0.4	23.1	14.5	-0.1	6.1	18.1	5.8	-8.7	-1.9	0.5	15.9
- COc1ccc(N2C(=O)CC(n3c(CCCCO)nc4ccccc43)C2=O)cc1 (centres undefined)
    0.1	-9.1	7.6	11.0	-9.1	8.9	-21.0	-2.2	2.8	-2.6	5.2
- Cc1ccc(NS(=O)(=O)c2ccc(OCC(=O)NCc3ccncc3)cc2)cc1
    0.1	-20.8	14.3	5.5	-21.4	7.6	3.8	2.6	-1.2	-1.2	0.9
- CCC1(C(=O)O)NC(c2cc(OC)ccc2O)C2C(=O)N(Cc3ccccc3)C(=O)C21 (centres undefined)
    0.2	-15.8	-6.3	10.0	-4.8	7.4	12.7	34.2	0.9	3.2	-32.9
- O=C1CSC(c2ccc(F)cc2)N1c1c(F)cccc1F (centres undefined)
    0.0	-29.1	8.5	-4.3	12.3	-2.7	.	8.7	0.0	0.1	13.7
- Cc1c(C(=O)NC2CCN(Cc3ccccc3)C2)oc2ccc(Br)cc12 (centres undefined)
    0.0	4.6	-1.4	-7.8	-12.4	8.7	-15.4	-4.6	2.4	0.1	10.3
- N#C/C(=C\c1cc2ccccc2nc1N1CCOCC1)C(=O)Nc1ccc(N2CCOCC2)cc1
    -0.3	11.2	46.7	-2.8	23.3	6.8	7.4	9.7	-1.6	-1.4	11.4
- c1ccc(-n2ncc3c(N4CCCC4)ncnc32)cc1
    0.1	-111.6	-77.3	-0.7	62.5*	-95.8	-7.4	-19.4	-1.9	-5.5	2.1
- Cc1ccc(C)c(NC(=O)C2CCCN(c3cnccn3)C2)c1 (centres undefined)
    -0.3	-10.9	1.0	7.9	3.3	18.3	6.3	-12.7	-0.3	-0.1	2.5
- COc1cccc(NC(=O)C2CCCN2S(=O)(=O)c2ccc3c(c2)n(C)c(=O)c(=O)n3C)c1 (centres undefined)
    0.0	-2.6	-7.3	-19.1	15.1	1.4	-4.3	3.2	0.4	1.0	-9.2
- Cc1c(C#N)c(=O)c(-[n+]2ccccc2)c([S-])n1-c1ccc(Cl)cc1
    -0.1	-8.3	2.1	9.3	-0.5	7.0	-5.9	-5.8	-2.3	-0.5	-4.8
- Oc1c(Cl)cc(Cl)cc1CNc1nccs1
    0.2	-40.5	9.3	-8.6	-4.0	16.1	10.3	-12.7	-1.6	-0.5	12.9
- O=C(Cc1cccs1)N1CCN(c2nc(-c3ccc(Cl)cc3)cs2)CC1
    0.3	35.0	-9.9	-4.0	4.7	-40.2	2.8	53.0	-1.8	-2.3	6.2
- COc1ccc(-c2nnc(-c3ccc(OCC(C)C)cc3)o2)cc1
    0.3	17.2	-5.5	-5.6	-3.9	-25.9	0.4	-0.6	2.1	-3.1	13.7
- Cc1ccc(CNC(=O)CN(c2cccc([N+](=O)[O-])c2)S(C)(=O)=O)cc1
    -0.3	3.1	-2.5	-6.7	-4.9	4.5	4.8	1.5	0.1	1.1	9.0
